Screens (PubChem)
HepG2 viability – HepG2 cytotoxicity, counter-screen for TGF-b inhibitors. HepG2 CAGA-GFP viability, ATP luminescence, 18 h. Potency, µM (top dose mostly 46.1 µM), without a hit: at the highest dose activity change, negative = cytotoxicity, most hits filed as cytotoxic. actives 0.76% (n = 410,000); further: potency means the concentration at half of the fitted maximal effect; some results filed as inactive show a strong effect at the top dose
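HepG2 CAGA-GFP cells (1000/well, DMEM with 1% FBS) received compound, then TGF-beta at 500 pg/mL final, and were incubated 18 hours at 37 degrees C. Viability was read by CellTiter-Glo luminescence. Media-only wells were set as complete cell-killing and DMSO as no toxicity.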
MCF10A rerep – induces DNA re-replication in MCF 10a normal breast cells; MCF 10A DNA re-replication, Hoechst nuclear intensity, 48 h; actives 2.9% (n = 350,000); Potency, µM (highest dose often 46.1 µM), without a hit: at the top dose activity, positive = re-replication, hits mostly activators; further: potency means the concentration at half of the fitted maximal effect; % of control where 0% means no effect; nearly all actives have a fitted effect of over 50% in size
KB-3-1 tox – KB-3-1 parental cell cytotoxicity. KB-3-1 viability, CellTiter-Glo ATP luminescence, 72 h. Potency, µM (series often up to 46.1 µM), for the others: at the highest dose activity change, negative = cytotoxic, most hits filed as cytotoxic. actives 1.4% (n = 400,000). AID 1347075; further: potency means the concentration at half of the fitted maximal effect; on the % scale 0 is the no-effect control and ±100 the full control effect; nearly all actives have a fitted effect of over 60% in size
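Cytotoxicity in the drug-sensitive parental line KB-3-1 was scored as loss of CellTiter-Glo luminescence following 72 h incubation with compound. Values come from curve fitting of normalized concentration-response data.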
IL1B secr inh – inflammasome signaling inhibition, IL-1 beta readout; activity change, % at 57.5 µM; actives 4.7% (n = 360,000); THP-1 LPS/ATP IL-1B secretion, AlphaLISA, 16 h; hits give low values; in the data active means activity change below about -50%; inconclusive means mostly about -30% to -49%; further: on the % scale 0 is the no-effect control and ±100 the full control effect
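THP-1 cells pretreated 1 hr with compounds (up to 57.5 uM final), then stimulated with LPS (250 ng/mL final) plus ATP (1.25 mM final); secreted IL-1B measured by AlphaLISA after 16 hr, decreased signal indicating inhibition.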
ATXN2 expr inh – inhibitors of ATXN2 expression. actives 0.72% (n = 360,000). Potency, µM (titrated, usually from 57 µM), inactives show at the highest dose activity change, negative = inhibition, most hits filed as inhibitors. AID 1745845. HEK-293 ATXN2-luciferase reporter, luminescence, 24 h; further: potency means the concentration at half of the fitted maximal effect; on the % scale 0 is the no-effect control and ±100 the full control effect; nearly all actives have a fitted effect of over 55% in size
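ATXN2-luciferase reporter cells (luciferase flanked by upstream and downstream ATXN2 gene portions) were treated 24 h at 37 °C with compounds at up to 57 uM. SteadyGlo luminescence gave expression; GF-AFC fluorescence gave viability.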
ATXN viability – cell viability loss in ATXN counter-screen | S2 cells (HEK-293 line with an ATXN2-luciferase reporter) viability, CellTiter-Fluor protease fluorescence, 24 h | Potency, µM (doses to about 56.7 µM), usual class: cytotoxic | actives 0.49% (n = 400,000) | AID 651635; further: potency means the concentration at half of the fitted maximal effect; nearly all actives have a fitted effect of over 40% in size
HT1080 IDH1KD tx – kills HT-1080 cells with IDH1 knockdown; Potency, µM (series often up to 46.1 µM), for inactives: at the highest dose activity, negative = toxicity, usual class: cytotoxic; actives 2% (n = 360,000); HT-1080 IDH1 knockdown viability, ATP luminescence, 48 h;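 further: potency means the concentration at half of the fitted maximal effect; 0% = DMSO wells and -100% = cell-free medium wells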
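CellTiter-Glo luminescence after 48 h compound exposure at 37 degrees C of IDH1-knockdown HT-1080 cells in 5% FBS RPMI. %Activity scaled between DMSO wells and cell-free media wells, with curves fitted and assigned curve classes.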
HT1080NT lethal – kills 2HG-producing HT-1080-NT fibrosarcoma cells; HT-1080-NT fibrosarcoma viability, CellTiter-Glo ATP luminescence, 48 h; Potency, µM (top dose mostly 46.1 µM), for inactives: top-dose activity, negative = less viability, usual class: cytotoxic; actives 1.6% (n = 360,000);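 further: NT is the 2HG producing partner of a matched IDH1 knockdown line; potency means the concentration at half of the fitted maximal effect; 0% = DMSO-treated cells and -100% = media-only wells without cells; nearly all actives have a fitted effect of over 55% in size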
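Viability by CellTiter-Glo luminescence after 48 h compound exposure at 37C of HT-1080-NT cells (750/well, RPMI, 5% FBS). % activity scaled between DMSO wells and medium-only wells, then curve-fitted and categorized by curve class.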
SW480 rerep – induces DNA re-replication in SW480 colon adenocarcinoma cells | Potency, µM (titrated, usually from 46.1 µM), without a hit: at the highest dose re-replication activation, usual class: activators | AID 624297 | SW480 DNA re-replication, Hoechst DNA content imaging, 48 h | actives 1.8% (n = 340,000); further: potency means the concentration at half of the fitted maximal effect; % of control where 0% means no effect; nearly all actives have a fitted effect of over 55% in size
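Quantitative HTS format with DMSO vehicle controls; 48 hr drug incubation at 37 C, then 40 min Hoechst staining and scanning imager measurement at 405 nm excitation.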
An asterisk follows results filed as active; i = inactive; ? = inconclusive; . = no result given; [ ] = remark or other dose. Unless noted, the call rests on the fitted dose curve; in most records, active means well fitted curve in the direction sought with a large enough effect; inconclusive means small, poorly fitted or top-dose-only effect, or another doubt; inactive means no such curve, though single readings can be large; an effect the other way counts as inactive or inconclusive.

Start of the listing, in advance:
SMILES | HT1080 IDH1KD tx | HepG2 viability | HT1080NT lethal | ATXN viability | ATXN2 expr inh | SW480 rerep | KB-3-1 tox | IL1B secr inh | MCF10A rerep
Cc1ccc(NC(=O)CC2COc3ccccc3O2)cc1 (stereo unspecified) | -4% | -15% | 0% | i | 36% | 0% | 15% | ? | ?
NNC(=O)c1cn2ccccc2n1 | -1% | 1% | 0% | i | 8% | -1% | 13% | -24 | 10%
Cc1cnc(C(=O)OCC(=O)NC2CCCCCC2)cn1 | 15% | 6% | 21% | i | 6% | 1% | -15% | -15 | -9%
Cc1ccc(NC(=O)C(=O)C2C(=O)Nc3ccccc32)cc1 (stereo unspecified) | 5% | 2% | 11% | i | 47%[activator] | -14% | 4% | -7 | -11%
C[C@@H]1CN([C@H](C)CO)C(=O)Cc2cc(NC(=O)Nc3ccccc3)ccc2O[C@@H]1CN(C)C(=O)Nc1ccc2c(c1)OCO2 | -3% | -6% | 1% | i | 2% | -2% | -14% | -21 | 3%

Results, from the start:
SMILES | HT1080 IDH1KD tx | HepG2 viability | HT1080NT lethal | ATXN viability | ATXN2 expr inh | SW480 rerep | KB-3-1 tox | IL1B secr inh | MCF10A rerep
Cc1ccc(NC(=O)CC2COc3ccccc3O2)cc1 (stereo unspecified) | -4% | -15% | 0% | i | 36% | 0% | 15% | ? | ?
NNC(=O)c1cn2ccccc2n1 | -1% | 1% | 0% | i | 8% | -1% | 13% | -24 | 10%
Cc1cnc(C(=O)OCC(=O)NC2CCCCCC2)cn1 | 15% | 6% | 21% | i | 6% | 1% | -15% | -15 | -9%
Cc1ccc(NC(=O)C(=O)C2C(=O)Nc3ccccc32)cc1 (stereo unspecified) | 5% | 2% | 11% | i | 47%[activator] | -14% | 4% | -7 | -11%
C[C@@H]1CN([C@H](C)CO)C(=O)Cc2cc(NC(=O)Nc3ccccc3)ccc2O[C@@H]1CN(C)C(=O)Nc1ccc2c(c1)OCO2 | -3% | -6% | 1% | i | 2% | -2% | -14% | -21 | 3%
Cc1c(Cl)cccc1NC(=S)C(=C([O-])c1ccc(Cl)s1)[n+]1ccccc1 | -14% | 11% | -9% | ? | -23% | 19% | -13% | -16 | -53%[inhibitor]
CCOC(=O)c1cnc2c(C)cccc2c1Nc1ccc(OC(C)C)cc1 | . | -47% | . | i | 6% | . | -17% | . | .
COc1ccccc1C1CC(=O)Oc2cc(C)c(Br)c(C)c21 (stereo unspecified) | -2% | -27% | 2% | i | -14% | 25% | -6% | 24 | ?
COc1ccccc1CNC(=O)c1oc2ccc(S(=O)(=O)N3CCCCC3)cc2c1C | . | -17% | . | i | ? | . | -5% | . | .
COc1ccc(CN2CCc3c(c(=O)n4ncc(C(=O)N5CCN(c6ccc(F)cc6)CC5)c4n3C)C2)cc1 | . | -30% | . | i | -30% | . | ? | . | .
COc1cccc(NC(c2nnc(-c3ccccc3)o2)c2ccc(F)cc2Cl)c1 (stereo unspecified) | . | -14% | . | i | 9% | . | -15% | . | .
CCCCCSc1nc2c(c(=O)[nH]c(=O)n2C)n1CC | -8% | -13% | 0% | ? | -11% | -2% | 0% | 8 | -6%
Cc1ccc(OC(=O)CCC(=O)Nc2ccc(C)c(C)c2)cc1 | -4% | -2% | 2% | i | 4% | -124%[inhibitor] | 2% | 9 | -3%
Cc1ncc([N+](=O)[O-])n1Cc1ccc(F)cc1 | ? | 21% | 2% | i | -6% | -1% | 3% | -9 | -6%
CCc1cccc(CC)c1N(COC)C(=O)Cn1cnc2ccccc21 | -2% | 6% | 2% | i | 0% | -8% | -5% | 10 | 9%
Brc1ccccc1-c1nnc(CSc2nnc3sc4ccccc4n23)o1 | 0% | -12% | 3% | i | 6% | 1% | 8% | 15 | 16%
Cc1cc(S(=O)(=O)Nc2ccc(C(=O)NCC3(N(C)C)CCCCC3)cc2)ccc1F | -9% | -2% | -6% | i | -8% | ? | -5% | 4 | -1%
N#Cc1c(C(F)(F)F)cc(-c2cccs2)nc1N1CCCCC1 | 13% | -3% | 16% | . | -17% | 1% | 2% | 13 | 19%
CC(=O)Nc1ccc(N2C(=O)CC(N3CCN(Cc4ccc5c(c4)OCO5)CC3)C2=O)cc1 (stereo unspecified) | 4% | -15% | 3% | i | 0% | -7% | 4% | 13 | -2%
CN(C)c1ccc(NC(=O)c2sc(SCC(=O)Nc3ccc(Br)cc3)nc2N)cc1 | 10% | 2% | 2% | i | 3% | -4% | 3% | -5 | 17%

Compound profiles, as listed above. Order of values: HT1080 IDH1KD tx	HepG2 viability	HT1080NT lethal	ATXN viability	ATXN2 expr inh	SW480 rerep	KB-3-1 tox	IL1B secr inh	MCF10A rerep
`COc1ccccc1C1CC(=O)Oc2cc(C)c(Br)c(C)c21` (stereo unspecified) is listed as -2%	-27%	2%	i	-14%	25%	-6%	24	?
`CCOC(=O)c1cnc2c(C)cccc2c1Nc1ccc(OC(C)C)cc1` is listed as .	-47%	.	i	6%	.	-17%	.	.

(cont.)
SMILES | HT1080 IDH1KD tx | HepG2 viability | HT1080NT lethal | ATXN viability | ATXN2 expr inh | SW480 rerep | KB-3-1 tox | IL1B secr inh | MCF10A rerep
Cc1cccc(NC(=O)c2sccc2-n2cccc2)c1C | -1% | -29% | -5% | i | -18% | 23% | -1% | ? | -2%
CCOC(=O)C1C(c2cc(OC)c(OC)c(OC)c2)NC(=S)NC1(O)C(F)(F)F (stereo unspecified) | 3% | -16% | 7% | i | -2% | 3% | 10% | 10 | 11%
O=C(CSc1nnc2scc(-c3ccc(Cl)cc3)n12)Nc1ccc(F)cc1 | . | -18% | . | ? | -28% | . | -10% | . | .
COc1ccc(C(=O)CN2C(=O)NC3(CCCCCC3)C2=O)cc1 | 1% | -12% | 10% | i | 21% | -3% | 8% | -21 | 0%
Cc1cc(/C=N/NC(=O)C(=O)NCc2ccccn2)c(C)n1-c1ccccc1 | 1% | 12% | -18% | i | 21% | -11% | 30% | 2 | -7%
C[C@H]1CN([C@@H](C)CO)C(=O)c2cc(-c3cccc(C(=O)N(C)C)c3)cnc2O[C@H]1CN(C)C(=O)Cc1ccccn1 | 2% | -19% | -2% | i | 4% | . | 12% | 13 | .
CCCn1nc(C(=O)NCCc2ccc(S(N)(=O)=O)cc2)c2ccccc2c1=O | -1% | -8% | 1% | i | -14% | 0% | -9% | -10 | 12%
CCOc1c(Cl)cc(CNc2ccc3[nH]c(=O)[nH]c3c2)cc1OC | . | -12% | . | ? | -28% | . | -2% | . | .
S=C(NCCC(c1ccccc1)c1ccccc1)Nc1ccccc1Cl | 0% | -48% | -11% | i | -6% | -3% | 0% | 3 | ?
CC1(C)SC(C)(C)N(C=O)C1C(=O)O (stereo unspecified) | 21% | 0% | 8% | i | -8% | -4% | -5% | -10 | -3%
CN(C)C(=O)[C@@H]1C[C@H]1[C@@H](NC(=O)OCc1ccccc1)c1ccccc1 | 8% | -11% | 0% | i | 17% | -20% | -3% | 63 | 0%
Cc1ccccc1C(=O)N(C)Cc1ccccc1 | -4% | -20% | 11% | i | -14% | -24% | -3% | -1 | ?
COc1ccc(C(=O)NCc2ccccc2CN2CCCC2)cc1S(=O)(=O)N1CCOCC1 | 4% | 3% | 2% | i | 1% | -5% | 22% | 9 | ?
CCCc1cc(N2CCN(c3ccccn3)CC2)n2nc(C)c(-c3ccccc3)c2n1 | 6% | 2% | -2% | i | -9% | 8% | -2% | -10 | ?
CCN(C(=O)COC(=O)c1ncc(Cl)c(Cl)c1Cl)c1c(N)n(Cc2ccccc2)c(=O)[nH]c1=O | 10% | 12% | 6% | i | 5% | -10% | -1% | -27 | -6%
COc1ccc(OC)c2sc(NC(=O)C(C)C)nc12 | 3% | -4% | 15% | i | 12% | 6% | ? | -1 | 9%
N#CCC(=O)Nc1ccc(C(=O)Nc2ccc3c(c2)OCO3)cc1 | -6% | 1% | 0%[9.24 µM] | i | -28% | 2% | -5% | -8 | -3%
C=CCNC(=O)c1onc(CSc2cccc(C)c2)c1C(=O)O | -18% | -11% | -6% | i | 10% | -25%[9.22 µM] | -12% | 6 | -46%[inhibitor]
CCCN(CC(=O)Nc1ccccc1OC)Cc1c(O)ccc2ccccc12 | -12% | -37% | 3% | i | 0% | -20% | 3% | 6 | 4%
O=C(CCC(=O)CCN1CCCCC1)CCN1CCCCC1 | -7% | 1% | -5% | i | 31% | ? | -5% | -16 | ?
COc1ccc(N2C(=O)c3ccccc3NC2c2ccc(NC(C)=O)cc2)c(OC)c1 (stereo unspecified) | 2% | -13% | 11% | i | -10% | -11% | -13% | 3 | 6%
Cc1ccc(NC(=O)c2cc(-c3ccco3)on2)cc1C | 9% | -1% | 12% | i | 70%[activator] | -1% | 5% | -12 | -1%
COc1ccc(Cn2c(C)c(C)c(C#N)c2NC(=O)Nc2ccccc2)cc1 | -1% | -14% | -3% | i | 3% | 9% | -9% | -13 | ?
CC(C(=O)NCC1CCCO1)N(C(=O)c1snc(C(N)=O)c1N)c1cccc(F)c1 (stereo unspecified) | 0% | -23% | -4% | ? | -2% | -2% | 17% | 2 | -6%
Cc1cc(C)c2oc(-c3cccc(NC(=O)c4ccc(Br)o4)c3)nc2c1 | . | -2% | . | i | 13% | . | -4% | . | .
Clc1ccc(CNCc2cccs2)cc1Cl | 16% | 10% | 14% | i | 16% | -31%[inhibitor] | 1% | -11 | -1%
O=C(Cc1ccc(S(=O)(=O)N2CCOCC2)s1)NCCc1ccc(F)cc1 | -1% | -5% | 1% | ? | 10% | -1% | 3% | 5 | 3%
COc1ccccc1CNC(=O)COC(=O)c1n[nH]c2ccccc12 | -7% | 4% | -11% | i | -6% | 0% | -1% | -3 | -7%
